Assay outcomes as filed in PubChem BioAssay.
ERp5 inh = inhibitors of ERp5-driven insulin aggregation, primary screen, biochemical, turbidity, absorbance 650 nm, single point; Protein disulfide-isomerase A6 (Homo sapiens), Q15084; 90 min; inhibition, % at 9.99 µM; 350,000 compounds, 0.05% hits;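 active means mean replicate inhibition above about 25%, with every replicate also reaching it, limit read from the data, passing the limit was not always enough; inconclusive means only one of those two criteria met; inactive means neither criterion met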
Target sequence (Q15084 whole entry, looked up): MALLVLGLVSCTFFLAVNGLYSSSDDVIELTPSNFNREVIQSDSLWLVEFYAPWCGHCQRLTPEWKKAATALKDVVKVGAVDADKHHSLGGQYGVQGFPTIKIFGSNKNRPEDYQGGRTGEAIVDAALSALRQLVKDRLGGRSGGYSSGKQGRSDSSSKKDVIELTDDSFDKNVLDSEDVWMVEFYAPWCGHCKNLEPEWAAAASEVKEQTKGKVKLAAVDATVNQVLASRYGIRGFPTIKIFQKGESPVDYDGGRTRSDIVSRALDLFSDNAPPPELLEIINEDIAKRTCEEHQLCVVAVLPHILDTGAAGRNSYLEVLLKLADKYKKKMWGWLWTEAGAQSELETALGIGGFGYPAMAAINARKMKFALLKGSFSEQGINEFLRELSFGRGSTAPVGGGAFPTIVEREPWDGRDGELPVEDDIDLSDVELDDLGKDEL
PAX8 inh HTS = inhibitors of PAX8-driven TPO luciferase reporter, primary screen, RMG-I cells, single concentration. inhibition, % at 12.6 µM. SteadyGlo, 24 h. AID 652154, 2013. 360,000 compounds, 1.2% hits;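 active means mean replicate inhibition at least 60% with every replicate also reaching 60%; inconclusive means only one of the two criteria is met; inactive means mean below 60% and not all replicates reaching 60%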;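 further: luciferase light reporting Pax8 driven TPO promoter activity; plate controls were median of neutral control wells for no effect and mitoxantrone controls for full effect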
EWS-Fli inh = EWS/Fli-driven NR0B1 reporter inhibitors, primary screen, A673 cells, NR0B1 luciferase, luminescence, MLPCN library. viability-normalised. inhibition, % at 12.6 µM. 350,000 compounds, 0.67% hits;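 active means mean inhibition of at least 50% after viability correction, with every replicate also passing that limit; inconclusive means mean reaches 50% but only one of two replicates passes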;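 further: firefly luciferase signal divided by Alamar Blue viability fluorescence both relative to DMSO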
DENV2 CPE = inhibitors of DENV2 cytopathic effect, primary screen, cell-based, plate reader, single concentration; DENV2-infected cells, cytopathic effect rescue; 350,000 compounds, 1.7% hits; CPE inhibition, % at 9.99 µM; in the data active means CPE inhibition above about 20%, passing the limit was not always enough; inconclusive means no clear call, values can overlap the other calls; tested in BHK-21 cells;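 further: 0% = median of neutral control wells and 100% = median of positive control wells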
F508del corr = F508del CFTR correction, initial screen, CFBE line, single point; 350,000 compounds, 0.36% hits; AID 720511, 2013; activity (quench increase), % at 7.58 µM; CFBE cells, YFP halide quenching; stimulated with forskolin plus potentiator P3; % fluorescence drop versus neutral controls;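 active means mean added fluorescence quench of at least 8% versus neutral control, with both replicates also reaching 8%; inconclusive means only one of the mean or replicate conditions met; inactive means mean below 8% and not both replicates reaching 8%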;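 further: cells transiently co-express mutant CFTR-F508del with the halide-sensitive YFP; corrector assay measuring rescue of mutant channel to the surface after 24 h compound exposure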
XiGFP reactiv = activators of inactive X chromosome reactivation, primary screen, imaging, XiGFP fibroblasts, GFP high-content imaging, set 2; XiGFP mouse fibroblasts, % GFP-positive cells imaging, 3 d; cells co-treated with 5-aza-dC sensitizer; scaled so ellipticine positive control = 100%; activation, % at 7.58 µM; 360,000 compounds, 0.055% hits;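 active means mean normalized replicate activation at least 10% and every replicate at or above 10%; inconclusive means only one of the two criteria met; inactive means mean below 10% and not all replicates reach 10%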;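 further: 0% = median of on-plate neutral control wells and 100% = ellipticine 6 µM median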
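Assay system – SV40-immortalized XiGFP fibroblast cells, line 68-5-11 · Buffer or medium – DMEM supplemented with 5-aza-dC as sensitizing agent · Dosing – one concentration, pinned · Benchmarks – positive control ellipticine, 6 µM final · Times – 3 days compound exposure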
INS-1E GSIS act = GLuc luminescence reporter in INS-1E cells, primary screen for activators of glucose-dependent secretion of insulin | INS-1E GLuc reporter insulin secretion, 2-3 h | 370,000 compounds, 0.61% hits | activation, % at 16.6 µM;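 active means lowest replicate activation of at least 40%, so every replicate reaches that level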;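 further: 0% = median of neutral control wells and 100% = median of IBMX positive control wells; some compounds called inactive have numbers as strong as hits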
ARNT-TACC3 inh = disruptors of ARNT/TACC3 protein interaction, primary screen, biochemical, AlphaScreen, single concentration. Transforming acidic coiled-coil-containing protein 3 (Homo sapiens), Q9Y6A5. AlphaScreen His-ARNT PAS-B/GST-TACC3 binding, luminescence; TACC3 fragment carries E629A point mutation. inhibition, % at 9.99 µM. 390,000 compounds, 0.66% hits;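 active means mean inhibition of replicates at least 50% and at least half of replicates each reaching 50%; inconclusive means half or more replicates reach 50% but mean below 50%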;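 further: 0% = complete ARNT plus TACC3 wells and 100% = ARNT alone without TACC3; many hits fall short of the cut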
Numbers without * were called inactive; ? = inconclusive; . = not tested or not shown; & = joins results of further samples.

The line under a structure holds: ERp5 inh	PAX8 inh HTS	EWS-Fli inh	DENV2 CPE	F508del corr	XiGFP reactiv	INS-1E GSIS act	ARNT-TACC3 inh
Cc1ccccc1C(=O)NNC(=O)c1ccncc1
→ 0.1	10.4	9.0	6.9	0.3	0.2	2.5	-0.1
COc1ccccc1/C=N/NC(=O)c1nnn(-c2nonc2N)c1-c1ccccc1
→ -2.9	9.3	-4.9	15.1	-0.1	0.0	1.0	-4.6
COc1ccccc1C(=O)NC(CCSC)C(=O)NCC(c1cccs1)N1CCOCC1 (configuration not stated)
→ -1.1	10.2	3.7	-8.9	1.9	0.6	-9.9	-1.7
Cc1ccccc1NC(=O)CCS(=O)(=O)c1ccc(Br)s1
→ 0.5	9.5	0.4	-2.8	-0.6	0.4	7.2	-7.0
CCOC(=O)C1(Cc2cccc(F)c2)CCN(C(=O)c2cnc(C)cn2)CC1
→ 0.7	-13.2	-0.2	3.9	4.2	0.0	-6.2	-4.0
CCOC(=O)C1CCN(C(=O)CS(=O)(=O)Cc2nc(-c3ccccc3Cl)oc2C)CC1
→ 2.3	6.9	-6.6	-2.1	2.5	0.1	-4.9	-5.3
COc1ccc2c3c([nH]c2c1)[C@@H](CO)N(C(=O)c1ccncc1)CC31CCN(C(=O)Nc2cccc(F)c2)CC1
→ 1.2	.	-11.2	6.7	-1.4	0.3	2.1	.
CC1CCc2sc(C(=O)NCC3CCCO3)cc2C1 (configuration not stated)
→ 1.5	-194.2	-64.2	-4.2	-2.4	0.9	0.1	-1.7
C[C@H]1CN([C@@H](C)CO)C(=O)Cc2cc(NC(=O)Cc3cn(C)c4ccccc34)ccc2O[C@@H]1CN(C)Cc1ccc2c(c1)OCO2
→ -1.8	46.3	7.5	-5.7	3.1	-0.7	-16.5	3.9
C[C@H]1CN([C@@H](C)CO)S(=O)(=O)c2ccc(Br)cc2O[C@H]1CN(C)S(C)(=O)=O
→ 0.4	.	-7.6	-4.9	-1.8	-0.6	24.6	-7.8
COc1ccc(C(=O)/C=C/c2ccccc2)c(O)c1
→ 3.7	.	-67.6	-12.7	-0.2	.	.	-19.9
S=C(Nc1cccc(Cl)c1)N1CCOCC1
→ -4.8	.	3.1	-2.1	-1.5	.	8.8	-2.2
C[C@H]1CCCCO[C@@H](CN(C)Cc2ccc(C(F)(F)F)cc2)[C@@H](C)CN([C@@H](C)CO)C(=O)c2cc(NS(=O)(=O)c3cn(C)cn3)ccc2O1
→ -5.0	.	-4.4	-6.0	3.1	-1.2	0.5	5.7
CCCCN(C(C)=O)c1c(CC)nc2ccc(C(=O)NCCOc3ccc(OC)cc3)cn12
→ -0.6	-2.8	-10.8	8.6	-1.4	0.0	-15.4	.
O=C(CSc1cccc[n+]1[O-])Nc1ccc(N2CCOCC2)cc1
→ 4.1	-33.0	-9.6	-4.4	2.0	0.0	-5.5	.
COc1ccc(S(=O)(=O)N(C)C[C@H]2OCCCC[C@H](C)Oc3ccc(NC(=O)Nc4ccc(F)cc4)cc3C(=O)N([C@H](C)CO)C[C@@H]2C)cc1
→ 0.5	-3.7	2.6	2.3	-0.6	0.2	-40.1	-10.7
Cc1cc(OCC(=O)Nc2ccccc2C(N)=O)c2c(C)cc(=O)oc2c1
→ 2.6	.	6.9	-1.1	-2.3	.	4.1	6.0
CC(C)n1nc(C(=O)Nc2cccc(S(=O)(=O)NCc3ccco3)c2)c2ccccc2c1=O
→ -27.0	11.3	11.4	5.5	-0.4	0.0	11.7	-0.6
CCOC(=O)N1CCN(C(=O)/C(=C/c2cccc3ccccc23)NC(=O)c2ccc(OC)cc2)CC1
→ -0.6	.	-9.4	4.7	2.1	.	-40.6	-17.9
O=C(CSc1nc2ccc(Cl)cc2[nH]1)Nc1ccc2[nH]c(=O)[nH]c2c1
→ 1.8	14.4	-17.3	?	-7.9	-0.1	2.4	3.3
O=C(NCc1ccccc1)[C@@H]1CCCN1C(=O)[C@H]1CCCN1C(=O)c1ccc(F)cc1F
→ -1.7	-16.8	-3.9	-1.2	-1.2	0.3	.	.
Cc1cccc(CCNC(=O)CC2C(=O)NCCN2Cc2ccccc2C)n1 (configuration not stated)
→ -3.2	2.9	.	-8.4	-3.0	0.0	-7.1	-0.4
COCC(=O)Nc1ccc2c(c1)OC[C@@H](C)N(Cc1cccnc1)C[C@@H](C)[C@@H](OC)CN(C)C2=O
→ 3.0	-3.4	-4.4	-1.6	2.1	0.0	12.2	2.7
C[C@@H]1CCCCO[C@H](CN(C)C(=O)Nc2cccc3ccccc23)[C@@H](C)CN([C@@H](C)CO)C(=O)c2cc(NC(=O)CCC(F)(F)F)ccc2O1
→ .	28.9	11.5	-21.0	0.2	0.0	-3.6	-0.7
COc1ccc2c3c([nH]c2c1)[C@H](CO)N(Cc1nccs1)CC31CCN(Cc2ccncc2)CC1
→ 0.8	.	-16.1	6.2	0.5	-0.1	3.0	.
COc1ccc(CN(C)C[C@H]2Oc3ccc(NS(=O)(=O)c4ccc(Cl)cc4)cc3CC(=O)N([C@H](C)CO)C[C@H]2C)cc1
→ 5.6	4.1	5.1	12.4	0.0	-1.0	-16.7	6.2
O=C(Nc1cccc(-c2nnco2)c1)c1cccs1
→ 2.2	15.6	-6.6	-1.8	-0.6	0.0	6.5	1.6
CCc1nc2cc([N+](=O)[O-])c([N+](=O)[O-])cc2[nH]1
→ -2.1	28.7	3.6	-8.9	-0.7	0.2	0.5	.
N#C/C(=C\c1ccc(-c2ccc(F)cc2)o1)C(=O)Nc1nc(-c2cccs2)cs1
→ 6.9	-3.6	-9.8	6.1	.	0.0	2.5	3.0
CCCC1(C(=O)OCC)NC(c2ccc(O)cc2)C2C(=O)N(c3ccc4c(c3)OCCO4)C(=O)C21 (configuration not stated)
→ 1.5	.	11.5	0.8	2.7	.	-3.1	-3.6
C[C@@H]1C=CCCO[C@]12C(=O)N(Cc1ccccc1C(F)(F)F)c1cccc(Br)c12
→ 2.9	-24.4	4.5	-9.3	4.1	0.3	-4.5	.
CCC(CO)Oc1cc(NC(=O)c2cccc(C)c2)c2ncn(C(C)C)c2c1 (configuration not stated)
→ -6.7	19.2	1.0	-21.8	0.6	0.2	2.0	3.0&-3.0
C[C@H](CO)N1C[C@H](C)[C@@H](CN(C)C(=O)Nc2cccc3ccccc23)OCCCC[C@H](C)Oc2ccc(NS(=O)(=O)c3ccc(F)cc3)cc2C1=O
→ 1.0	48.8	19.1	38.9*	-4.5	0.4	-8.5	-4.7
COCC(=O)N1[C@@H](C#N)[C@@H](c2ccccc2C2=CCCC2)[C@@H]1CO
→ -0.5	-8.1	-1.0	11.2	-1.7	0.0	4.4	.
C[C@H](O)C#Cc1ccc2c(c1)O[C@@H](CN(C)C(=O)CC1CC1)[C@H](C)CN([C@H](C)CO)S2(=O)=O
→ -0.5	.	-1.6	5.7	-3.6	0.2	22.3	-2.3
CC12CCC(=O)N1C(C(=O)OCC(=O)Nc1ccc(Cl)c(Cl)c1)CS2 (configuration not stated)
→ 4.6	-11.2	-1.8	0.9	-0.5	-0.9	-39.3	-2.1
CC(C)(C)c1ccc(OCCCN2CCCC2)cc1
→ 3.1	-2.4	-9.5	?	4.0	0.1	.	-1.7
COc1ccccc1C1CC(=O)Oc2c(C(C)C)ccc(C)c21 (configuration not stated)
→ 5.4	-2.9	-2.3	0.3	-4.4	0.1	-23.0	-1.2
COc1ccc(Cl)cc1N1C(=NC(=O)C2CCCCC2)SC2CS(=O)(=O)CC21 (configuration not stated)
→ 0.3	-1.9	.	17.9	-1.3	0.2	-8.4	-3.8
CC1Cc2cccc3ccc(=O)n(c23)C1 (configuration not stated)
→ -7.2	7.7	10.6	-3.6	1.2	-0.1	15.9	0.8
Oc1ccc2ccccc2c1CN1CCOCC1
→ -1.9	8.7	-54.6	-2.5	0.6	0.1	-33.5	-0.3
O=C1C2C3C=CC(C3)C2C(=O)N1c1ccccc1OS(=O)(=O)c1ccccc1 (configuration not stated)
→ .	16.3	.	.	.	0.8	10.4	-2.0
C[C@@H]1CN([C@H](C)CO)C(=O)c2cc(C#CCN(C)C)cnc2O[C@H]1CN(C)C(=O)Cc1cccnc1
→ -13.9	.	-7.3	12.2	-0.6	-0.5	-0.4	-3.1
CN(CC(=O)N1CCOCC1)C(=O)CSc1nc2ccccc2s1
→ -4.8	-1.9	-15.3	-3.4	-5.4	0.0	4.3	-7.6
C[C@H](CO)N1C[C@H](C)[C@@H](CN(C)C(=O)Nc2ccc3c(c2)OCO3)Oc2c(NC(=O)Cc3ccccc3)cccc2C1=O
→ 0.5	-20.4	-0.6	1.6	0.2	-0.2	3.6	1.4
O=C(O)c1cc(-c2ccc(Cl)cc2)n(-c2cccc(Cl)c2)n1
→ -1.0	5.7	10.6	-2.2	1.0	0.1	-21.9	-4.0
COc1ccc(CCn2c(C(C)C)nc3oc4ccccc4c(=O)c3c2=O)cc1
→ 4.4	13.2	11.4	-3.5	.	0.4	-7.6	2.8
CCOC(=O)CSc1nnc(-c2c[nH]c3ccccc23)o1
→ -2.1	0.5	-21.7	-2.2	-0.1	0.0	10.4	2.8
Cc1cnc2nc(-c3ccccc3)ccc2c1
→ -0.9	-103.6	-7.8	-14.2	0.3	0.1	5.8	.
CN(C)CC[C@@H](c1ccc(Br)cc1)c1ccccn1
→ 0.8	3.3	-5.7	1.6	2.1	0.1	11.2	-4.5
COc1ccc(NC(=O)N(C)C[C@H]2Oc3c(NS(C)(=O)=O)cccc3C(=O)N([C@H](C)CO)C[C@H]2C)cc1
→ 3.7	.	-15.1	0.7	0.9	0.4	18.9	-1.8
O=C(Nc1ccccc1)C1=C[C@@H](C2CC2)C[C@@H](OCc2ccc(CO)cc2)O1
→ 4.7	-34.0	-33.2	-11.3	6.7	-0.2	-19.4	3.9
COc1ccc(C)cc1NC(=O)C1CCN(S(=O)(=O)c2cccc3nonc23)CC1
→ -1.4	14.3	0.2	7.8	3.1	0.1	24.8	3.0
Brc1c(-c2ccccc2)nc2n1Cc1ccccc1-2
→ 9.4	-78.4	-89.0	-5.8	-0.8	0.1	15.1	10.3
CC(=O)NC1=NC(=O)/C(=C/c2cc(C)n(-c3ccc(NC(C)=O)cc3)c2C)S1
→ -0.4	-73.4	-20.8	-4.3	0.3	0.0	-45.8	0.5
CO[C@H]1CN(C)C(=O)c2ccc(NS(=O)(=O)c3ccc(C)cc3)cc2OC[C@H](C)NC[C@H]1C
→ 2.8	.	-5.1	-8.2	0.3	0.1	-0.7	3.5

Compound profiles, from the list above.
Cc1cnc2nc(-c3ccccc3)ccc2c1 is listed with ERp5 inh: -0.9; PAX8 inh HTS: -103.6; EWS-Fli inh: -7.8; DENV2 CPE: -14.2; F508del corr: 0.3; XiGFP reactiv: 0.1; INS-1E GSIS act: 5.8; ARNT-TACC3 inh: .
CCOC(=O)CSc1nnc(-c2c[nH]c3ccccc23)o1 is listed with ERp5 inh: -2.1; PAX8 inh HTS: 0.5; EWS-Fli inh: -21.7; DENV2 CPE: -2.2; F508del corr: -0.1; XiGFP reactiv: 0.0; INS-1E GSIS act: 10.4; ARNT-TACC3 inh: 2.8
